Assay outcomes as filed in PubChem BioAssay.
ALOX15B inhib = inhibitors of human 15-lipoxygenase 2 (ALOX15B) | purified 15hLO-2, xylenol orange hydroperoxide absorbance | 0.56% of 110,000 active | Potency, µM (titrated, usually from 57.1 µM), without a hit: at the highest dose activity change, negative = inhibition, usual class: inhibitors; also: potency is read from the fitted curve at half-maximal effect; nearly all actives have a fitted effect of over 60% in size; many of its hits are not listed in these tables
Target sequence (O15296 whole entry, looked up): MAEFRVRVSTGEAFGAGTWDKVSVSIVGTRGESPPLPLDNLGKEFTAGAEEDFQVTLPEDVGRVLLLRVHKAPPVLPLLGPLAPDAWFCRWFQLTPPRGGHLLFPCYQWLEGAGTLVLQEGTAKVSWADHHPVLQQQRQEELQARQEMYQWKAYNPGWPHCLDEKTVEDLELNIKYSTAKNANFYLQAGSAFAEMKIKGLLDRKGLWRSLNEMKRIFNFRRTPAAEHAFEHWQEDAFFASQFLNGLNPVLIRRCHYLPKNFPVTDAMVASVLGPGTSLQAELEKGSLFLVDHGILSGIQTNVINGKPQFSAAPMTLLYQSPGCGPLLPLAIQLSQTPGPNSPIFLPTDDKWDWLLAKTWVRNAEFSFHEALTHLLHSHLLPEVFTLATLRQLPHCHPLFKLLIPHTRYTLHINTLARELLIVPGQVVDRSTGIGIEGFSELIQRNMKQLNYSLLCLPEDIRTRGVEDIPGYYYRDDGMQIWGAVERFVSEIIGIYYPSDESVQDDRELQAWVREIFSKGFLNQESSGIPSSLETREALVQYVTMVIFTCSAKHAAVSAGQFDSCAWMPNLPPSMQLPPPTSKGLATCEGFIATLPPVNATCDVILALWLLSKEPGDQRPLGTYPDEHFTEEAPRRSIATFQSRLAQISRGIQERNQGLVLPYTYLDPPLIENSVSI
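Read-out: hydroperoxide product oxidises ferrous iron, measured as xylenol orange complex via the 573-to-405 nm absorbance ratio after 30 min. Reaction: 50 nM enzyme, 15 min compound preincubation, 45 uM arachidonic acid, 90 min RT, Hepes pH 7.5 with Triton X-100.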
ALOX12 inhib = blocks human 12-lipoxygenase activity. P18054. purified 12-hLO, xylenol orange hydroperoxide absorbance. Potency, µM (doses to about 57.1 µM), inactives show at the highest dose activity change, negative = inhibition, usual class: inhibitors. 0.12% of 150,000 active. AID 1452; also: potency is read from the fitted curve at half-maximal effect; nearly all actives have a fitted effect of over 55% in size; many of its hits are not listed in these tables
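150 nM 12hLO, 25 mM Hepes pH 7.0 + 0.01% Triton X-100; cpd preinc 15 min RT; 40 uM arachidonic acid, 30 min RT; Fe-XO 30 min; A573/A405 ratio as read-out.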
IMPase cell inh = IMPase inhibition in cells. P97697. inhibition (IP1 accumulation), % at 46.1 µM. AID 901. 120,000 tested, under 10 active. CHO-M1 cells, IP1 accumulation, HTRF TR-FRET ratio; active = well fitted curve in the direction sought with a large enough effect in the signal ratio, not every such curve was filed as active; inconclusive = small, poorly fitted or top-dose-only effect, or a change in a side signal; inactive = no such curve, though single readings can be large or run the other way; the % refers to the signal ratio;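 also: cells stimulated with carbachol in lithium chloride buffer; plate controls were DMSO basal wells for no effect and reference inhibitor wells for full effect; higher means more IMPase inhibition seen as more IP1 and lower FRET ratio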
Target sequence (P97697 whole entry, looked up): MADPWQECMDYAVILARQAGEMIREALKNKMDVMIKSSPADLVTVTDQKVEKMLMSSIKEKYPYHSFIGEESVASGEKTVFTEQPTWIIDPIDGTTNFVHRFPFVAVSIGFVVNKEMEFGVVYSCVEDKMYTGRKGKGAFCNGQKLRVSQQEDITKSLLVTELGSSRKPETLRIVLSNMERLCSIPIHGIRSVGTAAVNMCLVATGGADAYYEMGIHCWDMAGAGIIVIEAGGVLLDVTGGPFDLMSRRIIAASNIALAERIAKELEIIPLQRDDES
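Elevated IP1 in lysates lowers TR-FRET signal (665/620 ratio and 620 channel reported). Cells were CHO-M1, given carbachol (50 uM as added) plus 50mM LiCl, pH 7.4, 30 min, 37C; compounds titrated up to 46 uM; AC50 by Hill equation.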
PNC inhibitor = perinucleolar compartment assembly inhibition; PC3M PTB-GFP, PNC prevalence imaging, 16 h; hits give low values; activity change (PNC), negative = inhibition, % at 10 µM; 3.1% of 140,000 active; AID 2417;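 active = readout at or below -70, meaning at least 70% loss of cells showing the perinucleolar compartment, a nuclear body marking cancer cells; inconclusive = readout between -30 and a set limit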;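 also: plate controls were DMSO wells for no effect and camptothecin positive control wells for full effect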
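Read-out is percentage of cells bearing a perinucleolar compartment, from automated 20x imaging of fixed, Hoechst-stained PC3M PTB-GFP cells. Cells were seeded 4 h, then exposed 16 h to compound (23 nl of library stock) in duplicate plates.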
An asterisk follows results filed as active; ? = inconclusive; nt = not tested or not shown; [ ] = another dose, or the depositor's remark. Unless noted, calls follow the shape of the dose curve; as a rule, active = well fitted curve in the direction sought with a large enough effect; inconclusive = small, poorly fitted or top-dose-only effect, or another doubt; inactive = no such curve, though single readings can be large; an effect the other way counts as inactive or inconclusive. Unless noted, % is scaled to controls: 0 for no effect and ±100 for the full control effect.

Molecule,ALOX15B inhib,PNC inhibitor,IMPase cell inh,ALOX12 inhib
CCCCC(=O)Nc1ccc2c3c(cccc13)CC2,nt,13.9,nt,-0.4%
Cc1ccc(CC2S/C(=N/c3ccccn3)NC2=O)cc1 (stereo not given),-1.9%,10.3,-10.0,-20.8%
O=C(Cn1cnc2ccccc2c1=O)NCc1ccco1,-2.6%,28.6,-5.7,-1.7%
N#Cc1cc(C(=O)c2cc(Br)ccc2O)cn(C2CCCCC2)c1=O,-11.2%,-19.2,-3.5,-7.5%
COc1ccccc1-c1cc(C(=O)N/N=C/c2cccs2)c2ccccc2n1,-3.9%,-28.1,2.0,-12.3%
CCCCn1c2nc3ccccc3nc2c2c(=O)n(C(C)CC)cnc21 (stereo not given),-13.4%,?,13.2,-1.2%
CCn1cc(SCC(=O)N2CCc3ccccc32)c2ccccc21,-10.4%,-6.6,8.4,-7.3%
O=C(O)C1CCCCC1C(=O)Nc1nc(-c2cccs2)cs1 (stereo not given),-13.5%,38.6,-15.5,-1.3%
Cc1ccc(C)c(N2CN(Cc3ccco3)CNC2=S)c1,nt,-16.8,8.8,-6.6%
O=S(=O)(Cc1ccccc1)N1CCN(c2ccccc2)CC1,?,79.5,1.1,4.3%
COc1ccc(NC(=O)N2CCCC2C(=O)Nc2ccccc2)cc1 (stereo not given),6.2%,94.6,1.5,-6.9%
COc1ccc(SCc2noc(C(=O)NCC3CCCO3)c2C(=O)O)cc1 (stereo not given),-4.1%,-12.9,1.0,2.0%
CCCCOCCOCCOCc1cc2c(cc1CCC)OCO2,-10.1%,nt,nt,-0.8%
CC(C)NCCOc1cccc(Br)c1,-2.2%,7.2,-1.2,3.4%
CC(C)N1CC2(c3ccccc3)CN(C(C)C)CC(c3ccccc3)(C1)C2=O,5.6%,-23.0,5.6,5.3%
Cc1ccnc(NS(=O)(=O)c2ccc(NC(=O)c3cc(-c4ccc(Br)cc4)nc4ccccc34)cc2)n1,nt,53.7,nt,0.4%
CC(=O)Nc1ccc(S(=O)(=O)NC(CC(=O)NCCCN2CCOCC2)C(C)C)cc1 (stereo not given),-6.2%,31.6,-3.0,3.9%
O=C1NC(c2ccccc2)(C(F)(F)F)SC2=NCCCN12 (stereo not given),-0.5%,?,-0.2,6.3%
N/C(=N\OS(=O)(=O)c1ccc2ccccc2c1)c1ccncc1,1.5%,19.0,5.1,-3.0%
CCc1ccc(-c2nc(CN3CCC(C(=O)N4CCN(c5ccccn5)CC4)CC3)c(C)o2)cc1,40.8%[activator],23.1,-16.9,-3.8%
Cc1csc(NC(=O)C(CC(C)C)NS(=O)(=O)c2ccc3c(c2)oc(=O)n3C)n1 (stereo not given),3.1%,-81.7*,-1.8,0.4%
COCCn1c(SCC(=O)NCc2ccccc2)nnc1-c1ccco1,nt,-3.5,nt,-0.1%
Cc1nc(SCC(=O)Nc2ccc(Cl)cc2[N+](=O)[O-])nc(C)c1C,nt,12.8,nt,-4.5%
COc1ccc2c(c1)CCN(C(=O)CCl)C2C1C(=O)CCCC1=O (stereo not given),nt,10.9,nt,4.4%
CCN(CC(=O)Nc1ccc(NC(C)=O)cc1)c1ccc(C(F)(F)F)cn1,nt,11.3,nt,1.9%
Cc1cc(/C=C(\C#N)C(=O)NCC2CCCO2)c(C)n1-c1ccc(Cl)cc1 (stereo not given),-14.7%,?,1.1,-18.1%
CC(C)CNC(=O)c1ccc(COc2ccc(Cl)cc2Cl)o1,13.3%,-0.1,-15.9,-9.5%
O=C(NC(NC1CCS(=O)(=O)C1)C(Cl)(Cl)Cl)c1cccc(Cl)c1 (stereo not given),5.9%,0.1,2.0,6.7%
CN1/C(=C\C(=O)CSc2nnc(NCc3ccccc3)s2)C(C)(C)c2ccccc21,nt,27.8,nt,-0.1%
C/C(N)=C(/C#N)C(=O)COC(=O)COc1ccc(Cl)cc1C,-5.0%,40.2,5.3,5.1%
COC(=O)c1ccc(COc2ccccc2/C=C(\C#N)C(=O)Nc2ccccc2C)cc1,nt,-4.7,nt,1.2%
COc1ccc(-c2cccc([C@H]3[C@@H]4C=CC[C@@H](C)[C@@H]4C(=O)N3Cc3ccccc3)c2)cc1,0.0%[0.0915 µM],nt,nt,-2.4%[0.00818 µM]
CCOC(=O)N1CCC(C(N)=O)CC1,2.7%,-28.8,0.0,-2.3%
COC(=O)Cc1c[nH]c2cccc(OCC(O)CN(Cc3ccc([N+](=O)[O-])cc3)C(C)(C)C)c12 (stereo not given),4.7%,?,9.1,-18.4%
O=C(O)CSc1nnc(SCc2cccc3ccccc23)s1,-9.2%,29.7,5.3,1.7%
COC(=O)c1c(NC(=O)CN(c2ccccc2)S(C)(=O)=O)sc2c1CCCC2,nt,?,nt,-1.3%
CCOc1ccccc1NC(=O)CCSc1nc2n[nH]c(C)c2c(=N)n1-c1ccccc1Cl,-6.1%,-7.2,-26.1,-4.8%
N/C(=C/C(=O)c1ccccc1O)C(F)(F)F,nt,?,nt,-0.8%
Cc1cccc(N=C2NN=C(c3c(C)[nH]c4ccccc34)CS2)c1,nt,-18.2,2.1,-6.6%
CC(NC(=O)Cc1ccc(F)cc1)C(c1cccs1)N1CCN(C)CC1 (stereo not given),nt,20.3,5.9,7.0%
CCOc1nc(NC(=O)NC(=O)c2ccccc2)nc(-c2ccccc2)n1,nt,41.0,1.0,-0.5%
CC(=NCc1ccco1)c1c(C)[nH]n(-c2nc3ccccc3s2)c1=O,-5.9%,33.1,-0.6,-8.7%
C/C(=N/OCC(=O)Nc1ccccc1)c1cccs1,-9.5%,-7.7,5.3,-0.7%
CCc1cccc(NC(=O)COc2ccccc2)c1,-17.3%,-0.4,1.0,4.9%
COc1cccc(C(=O)CSc2nnnn2C2CCCCC2)c1,-4.2%,?,1.1,-6.0%
c1sc2[n+](c1C13CC4CC(CC(C4)C1)C3)CCS2,nt,17.4,nt,-0.3%
COC(=O)CSc1nc(-c2ccc(C)cc2)c2c(c1C#N)CCCC2,2.2%,-16.7,6.6,-5.3%
O=c1[nH]c(CN2CCN(c3ccccc3)CC2)nc2ccccc12,-1.8%,?,-10.1,-3.6%
CSc1nc(C)c2cc(C)oc2n1,2.1%,24.1,-6.2,7.6%
CCOC(=O)CC(NC(=O)c1cccs1)c1ccc(OCC)cc1 (stereo not given),12.2%,-26.8,-0.9,-0.7%

(next part)
Molecule,ALOX15B inhib,PNC inhibitor,IMPase cell inh,ALOX12 inhib
O=C(Cn1cnnn1)Nc1ccccc1Cc1ccccc1,-4.0%,-100.0*,0.9,-2.7%
COc1cc(-c2cccs2)cc(=O)c2c(C)oc(C)c12,-25.3%,-96.2*,1.3,?
CCCCCCCCCC(=O)N/N=C(\C)c1cccnc1,nt,?,2.9,-2.6%
Cc1ccc(-c2nnc(Nc3ccc(C(=O)N(C)C)cc3)c3ccccc23)cc1S(=O)(=O)NCC1CCCO1 (stereo not given),nt,-20.3,11.1,1.2%
CCCCN(CCCNC(=O)C1CCN(S(=O)(=O)CC)CC1)c1ccccc1,nt,-2.1,2.1,2.7%
CC1(C)CC(n2c(=S)[nH]c3ccccc3c2=O)CCO1 (stereo not given),-1.0%,?,18.6,0.1%
CSc1ccc(S(=O)(=O)NCCOc2ccccc2C)cc1,-5.9%,23.0,11.2,-2.4%
COc1ccc(/C=N/NC(=O)CCCOc2ccc(Cl)cc2Cl)cc1[N+](=O)[O-],-27.9%,19.7,8.2,0.9%
CCOC(=O)N1CCN(C(=O)C(=O)NNC(=O)COc2ccc(Cl)c(C)c2)CC1,nt,-6.7,-1.7,2.7%
Cn1c(=O)c2c(nc(SCC(=O)OCc3ccccc3)n2C)n(C)c1=O,-3.2%,-96.0*,-8.5,-2.1%

Exported with values under each structure: entries from further up
Value order: ALOX15B inhib	PNC inhibitor	IMPase cell inh	ALOX12 inhib
- O=C(Cn1cnnn1)Nc1ccccc1Cc1ccccc1
 : -4.0%	-100.0*	0.9	-2.7%
- COc1cc(-c2cccs2)cc(=O)c2c(C)oc(C)c12
 : -25.3%	-96.2*	1.3	?
- CCCCCCCCCC(=O)N/N=C(\C)c1cccnc1
 : nt	?	2.9	-2.6%
- Cc1ccc(-c2nnc(Nc3ccc(C(=O)N(C)C)cc3)c3ccccc23)cc1S(=O)(=O)NCC1CCCO1 (stereo not given)
 : nt	-20.3	11.1	1.2%
- CCCCN(CCCNC(=O)C1CCN(S(=O)(=O)CC)CC1)c1ccccc1
 : nt	-2.1	2.1	2.7%
- CC1(C)CC(n2c(=S)[nH]c3ccccc3c2=O)CCO1 (stereo not given)
 : -1.0%	?	18.6	0.1%
- CSc1ccc(S(=O)(=O)NCCOc2ccccc2C)cc1
 : -5.9%	23.0	11.2	-2.4%
- COc1ccc(/C=N/NC(=O)CCCOc2ccc(Cl)cc2Cl)cc1[N+](=O)[O-]
 : -27.9%	19.7	8.2	0.9%
- CCOC(=O)N1CCN(C(=O)C(=O)NNC(=O)COc2ccc(Cl)c(C)c2)CC1
 : nt	-6.7	-1.7	2.7%
- Cn1c(=O)c2c(nc(SCC(=O)OCc3ccccc3)n2C)n(C)c1=O
 : -3.2%	-96.0*	-8.5	-2.1%

Next results follow:
Molecule,ALOX15B inhib,PNC inhibitor,IMPase cell inh,ALOX12 inhib
O=S(Cc1ccccc1)CC(O)(c1ccc(Cl)cc1)c1ccc(Cl)cc1 (stereo not given),-12.8%,-29.6,5.8,-14.4%
CC(C)NS(=O)(=O)c1cc(C(=O)O)ccc1Cl,nt,-25.2,nt,-2.1%
COc1cc2c(cc1NC(=O)CN1CCN(S(=O)(=O)c3ccc(F)cc3)CC1)oc1ccccc12,-5.8%,-22.6,1.5,-2.1%
CCn1ccnc1C(O)c1ccccc1OC (stereo not given),nt,-0.4,5.4,7.7%
CC(=O)c1ccc(NS(=O)(=O)c2ccccc2)cc1,-5.4%,?,0.7,3.4%
Cc1ccc(NC(=S)NCC2CCCO2)cc1C (stereo not given),nt,-17.9,-5.6,-5.7%
Cc1ccc(NC(=O)c2ccccc2)s1,-8.7%,-24.5,-0.5,1.0%
O=C(CN1CCc2ccccc21)NC(c1ccccc1)c1ccccc1,nt,?,-0.2,-3.3%
Clc1cccc(Cl)c1COc1ccccn1,-4.2%,4.7,16.5,-3.9%
CCOCCCNC(=O)CN1C(=O)CSc2cc(S(=O)(=O)N3CCCCCC3)ccc21,0.8%,13.4,?,-0.8%
CCCn1nnnc1SCC(=O)Nc1nnc(CC)s1,-2.9%,8.8,-10.5,-2.4%
O=C(O)Cc1ccc(O)c(F)c1,nt,82.7,nt,-2.4%
CCN1CCCC1CNC(=O)C1CCCN(S(=O)(=O)c2cccc3nsnc23)C1 (stereo not given),1.2%,?,12.4,-0.8%
O=c1cc(Cl)c(-c2ccccc2)n[nH]1,5.8%,24.7,-4.4,-3.2%
CNc1ncncc1-c1ccccc1OC,3.4%,nt,nt,-4.0%

This is a subset; count on the stated rates, not on these rows.
